# Assay outcomes from PubChem.
# HP1b chromo inh: inhibitors of HP1-beta chromodomain binding to methylated histone tails; P83916; AlphaScreen HP1-beta / biotin-H3K9me3 peptide binding; Potency, µM (series often up to 114 µM), for the others: top-dose activity change, negative = inhibition, usual class: inhibitors; 390,000 compounds, 0.56% hits; AID 540317; also: nearly all actives have a fitted effect of over 70% in size; inactives centre near 23
#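 Compound inhibition of the preformed complex between 50 nM HP1-beta and 50 nM biotinylated H3K9me3 peptide was read by AlphaScreen. Buffer was PBS pH 7.4 with 0.01% Tween-20. Incubations ran 30 min at room temperature, with 10 ug/mL donor/acceptor beads.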
# GLS inhibitor: blocks human kidney-isoform glutaminase activity | O94925 | GLS enzymatic activity, qHTS titration | Potency, µM (titrated, usually from 45.5 µM), for inactives: top-dose activity change, negative = inhibition, most hits filed as inhibitors | 410,000 compounds, 0.21% hits | AID 624170; also: % is scaled to controls: 0 for no effect and ±100 for the full control effect
#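 Human kidney-isoform GLS in 45 mM KH2PO4 pH 8.2, 0.02% Tween-20, with compound, started with 1mM L-Glutamine (added stock). Glutamate oxidase/HRP/Amplex red coupled fluorescence read at start and after 30 min at RT.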
# JMJD2A Tudor: blocks the human JMJD2A Tudor domain; 390,000 compounds, 4.4% hits; AlphaScreen JMJD2A-Tudor / H3K4me3 peptide binding; Potency, µM (titrated, usually from 114 µM), inactives show at the highest dose activity change, negative = inhibition, most hits filed as inhibitors; AID 504339; O75164; also: % is scaled to controls: 0 for no effect and ±100 for the full control effect; nearly all actives have a fitted effect of over 50% in size
# ERG-DNA inh: inhibitors of human ERG Ets domain-DNA interaction. Potency, µM (titrated, usually from 76.9 µM), inactives show at the highest dose FP activity, negative = inhibition, most hits filed as inhibitors. P11308. fluorescence polarization, His-ERG Ets domain / labelled DNA. 370,000 compounds, 0.028% hits; active = well fitted inhibition curve with a large enough effect in the polarisation, with a control signal flat; inconclusive = small, poorly fitted or top-dose-only effect, or effect the other way, or a change in a side signal; inactive = no such curve, though single readings can be large or run the other way; the % refers to the polarisation;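 also: polarization taken with two DNA probes labelled with fluorescein and Texas red; % of control where 0% means no effect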
#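 His-tagged ERG Ets domain (1 uM in the protein solution; 300mM KCl, 50mM Tris-HCl, 1mM EDTA, 1mM DTT, pH 7.5) received compound, then a probe mix of 5 nM fluorescein-DNA and 100nM Texas-615-DNA. Fluorescence polarization was read for both dyes.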
# RGS4 inh: inhibitors of human regulator of G protein signaling 4; Transcreener GDP fluorescence polarization, RGS4-accelerated GTP hydrolysis; P49798; AID 504845; 390,000 compounds, 0.039% hits; Potency, µM (highest dose often 114 µM), inactives show top-dose activity change, negative = inhibition, usual class: inhibitors; also: % is scaled to controls: 0 for no effect and ±100 for the full control effect; nearly all actives have a fitted effect of over 75% in size; some results filed as inactive show a strong effect at the top dose
# Target sequence (P49798 whole entry, looked up): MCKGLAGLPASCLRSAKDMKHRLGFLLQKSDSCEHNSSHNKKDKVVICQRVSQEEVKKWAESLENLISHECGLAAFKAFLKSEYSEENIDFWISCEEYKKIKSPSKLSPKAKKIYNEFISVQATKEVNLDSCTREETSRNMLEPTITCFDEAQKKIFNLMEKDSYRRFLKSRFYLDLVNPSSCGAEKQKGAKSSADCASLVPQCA
#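 MLSMR compounds (23 nl, pin-transferred) preincubated 10 min at room temperature with a 500nM (2x) first reagent, then RGS4 at 900nM (2x) plus Transcreener GDP mix added; fluorescence polarization (620/688 nm) read before and after 90 min at 30 °C.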
# PGK inhibitor: blocks T. brucei phosphoglycerate kinase. AID 602233. 380,000 compounds, 0.043% hits. PGK/GAPDH coupled, Kinase-Glo luminescence, 60 min. Potency, µM (highest dose often 57.5 µM), for inactives: top-dose activity change, negative = inhibition, hits mostly inhibitors; also: % is scaled to controls: 0 for no effect and ±100 for the full control effect; nearly all actives have a fitted effect of over 60% in size
#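 Luminescent ATP detection (Kinase-Glo Plus) follows a 60-minute room-temperature incubation, with wells lacking PGK as controls. Buffer: 100 mM TEA (pH 7.6), 5 mM MgCl2, 0.01% Tween-20. Coupling enzyme GAPDH (100 nM final) supplies unstable 1,3-BPG in-well.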
# ALOX12 inh: ALOX12 (human) lipoxygenase inhibition. 580,000 compounds, 1.1% hits. Potency, µM (series often up to 108 µM), for inactives: at the top dose activity change, negative = inhibition, hits mostly inhibitors. P18054. purified 12hLO, xylenol orange hydroperoxide absorbance; also: % is scaled to controls: 0 for no effect and ±100 for the full control effect
# Target sequence (P18054 whole entry, looked up): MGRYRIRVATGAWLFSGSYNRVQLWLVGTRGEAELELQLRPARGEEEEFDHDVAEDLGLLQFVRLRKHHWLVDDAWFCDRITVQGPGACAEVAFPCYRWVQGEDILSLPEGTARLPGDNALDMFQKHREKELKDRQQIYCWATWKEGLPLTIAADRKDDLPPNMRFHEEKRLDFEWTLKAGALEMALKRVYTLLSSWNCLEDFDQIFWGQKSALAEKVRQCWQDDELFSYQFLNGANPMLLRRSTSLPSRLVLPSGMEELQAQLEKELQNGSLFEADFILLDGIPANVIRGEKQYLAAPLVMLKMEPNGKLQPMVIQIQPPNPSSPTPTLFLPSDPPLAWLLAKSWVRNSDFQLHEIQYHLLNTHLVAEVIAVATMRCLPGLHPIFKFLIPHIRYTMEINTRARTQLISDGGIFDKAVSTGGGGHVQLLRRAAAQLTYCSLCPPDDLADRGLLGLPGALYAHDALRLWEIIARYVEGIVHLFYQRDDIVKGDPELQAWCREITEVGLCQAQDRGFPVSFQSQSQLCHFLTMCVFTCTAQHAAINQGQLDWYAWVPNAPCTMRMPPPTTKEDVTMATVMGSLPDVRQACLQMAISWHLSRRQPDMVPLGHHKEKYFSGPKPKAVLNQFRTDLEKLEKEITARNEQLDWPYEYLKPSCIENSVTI
#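 Purified human 12hLO (150 nM final) in 25 mM Hepes, 0.01% Triton X-100, pH 7.0 was preincubated 15 min at room temperature with compound. Then 40 uM arachidonic acid was added, 30 min. Hydroperoxide was read by Fe-XO absorbance ratio 573/405 nm.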
# Pin1 inh: blocks the human prolyl isomerase Pin1; Pin1 FP peptide displacement, HiFluor488, 10 min; 390,000 compounds, 0.009% hits; Q13526; Potency, µM (top dose mostly 115 µM), for inactives: top-dose activity, negative = inhibition, hits mostly inhibitors; AID 504891; active = well fitted inhibition curve with a large enough effect in the polarisation, with a control signal flat, not every such curve was filed as active; inconclusive = small, poorly fitted or top-dose-only effect, or effect the other way, or a change in a side signal; inactive = no such curve, though single readings can be large or run the other way; the % refers to the polarisation; also: % is scaled to controls: 0 for no effect and ±100 for the full control effect
# Target sequence (Q13526 whole entry, looked up): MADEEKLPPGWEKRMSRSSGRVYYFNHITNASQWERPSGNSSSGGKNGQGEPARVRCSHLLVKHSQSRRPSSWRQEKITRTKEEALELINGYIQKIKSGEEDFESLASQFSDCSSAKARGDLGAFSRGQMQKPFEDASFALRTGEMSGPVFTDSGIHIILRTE
# TrxR1 inh: rat TrxR1 inhibition; AID 588453; recombinant rTrxR1, NADPH fluorescence consumption, selenite substrate; Potency, µM (doses to about 114 µM), for inactives: at the highest dose activity change, negative = inhibition, most hits filed as inhibitors; 390,000 compounds, 1% hits; also: % is scaled to controls: 0 for no effect and ±100 for the full control effect; nearly all actives have a fitted effect of over 65% in size
#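 Rat TrxR1 (90 nM in the dispensed reagent) was pre-reduced with 400 uM NADPH for 5 min at room temperature, then incubated with compound for 15 min. After 400 uM selenite was added, NADPH fluorescence (Ex 340/Em 450 nm) was followed for 8 min.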
# * hit, by the source's call; i = inactive; ? = inconclusive; nt = no result given; & = joins results of further samples; [ ] = dose if it differs, or a comment. Unless noted, calls follow the shape of the dose curve; as a rule, active = well fitted curve in the direction sought with a large enough effect; inconclusive = small, poorly fitted or top-dose-only effect, or another doubt; inactive = no such curve, though single readings can be large; an effect the other way counts as inactive or inconclusive. Potency is read from the fitted curve at half-maximal effect. Some of the compounds tested. The share of hits here may be higher or lower than overall.
SMILES,HP1b chromo inh,GLS inhibitor,JMJD2A Tudor,ERG-DNA inh,RGS4 inh,PGK inhibitor,ALOX12 inh,Pin1 inh,TrxR1 inh
CCCN1C(=O)c2ccccc2NC1c1ccc(OC)c(COc2cccc(OC)c2)c1 (centres undefined),17%[57 µM],nt,-18%[57.1 µM],nt,1%,nt,nt,10%,48%[activator]
O=C(/C=C/c1cccc([N+](=O)[O-])c1)NCc1ccccc1,24%,0%,-11%,3%,0%,-3%,?,0%,15%[57.1 µM]
COc1cccc(CNC(=O)C2CCCN(S(=O)(=O)c3ccc4c(ccn4C)c3)C2)c1 (centres undefined),24%[57 µM],6%,-22%,1%,-15%,-8%,-18%,19%,27%[57.1 µM]
O=C(O)c1cc(=O)n(Cc2ccccc2)c(=O)[nH]1,17%,-13%,28µM*,-15%,24%,-1%,?,-3%,10%[57.1 µM]
Cc1cccnc1NC(=O)c1ccc2c(c1)OCCO2,24%,4%,-9%,-2%,9%,-1%,8%,1%,-6%
COc1cc(-c2nc(Cc3c(F)cccc3Cl)no2)cc(OC)c1OC,61%[activator],?,-10%,-4%,-10%,i,21%&9%,-2%,12%
CCOC(=O)c1cc(C(=O)NNC(=O)c2cccc([N+](=O)[O-])c2)c(C)nc1C,78%[activator],19%,7%,4%,-14%,-9%,8%,5%,3%[57.1 µM]
O=C1CN(C(=O)/C=C/c2cccc(Cl)c2)c2ccccc2N1,-1%,1%,-30%,0%,2%,i,?,-2%,0%[57.1 µM]
O=C(Nc1ccc2ccccc2c1)/C(=C/c1cccc(Br)c1)NC(=O)c1ccco1,11%,4%,-8%,-2%,4%,2%,-13%,10%,13%[57.1 µM]
COCCn1c(C)cc(/C=C2/NC(=O)N(c3ccc(Cl)cc3)C2=O)c1C,13%,5%,-17%,7%,-1%,2%,6%,-2%,-1%
CC(C)CCn1c(Oc2ccc(Cl)cc2)nc2c1c(=O)n(C)c(=O)n2C,21%,-2%,-15%,5%,-16%,-7%,?,6%,?
CCN1CCN(C/C(C)=C/c2ccccc2)CC1,23%,-1%,2%,4%,-2%,8%,?,-3%,12%
COC(=O)c1ccccc1NC(=O)N1CSC[C@H]1C(=O)OC,21%,1%,4%,3%,-15%,i,0%,3%,?
O=C(NCC1CCCO1)C1CC1(c1ccccc1)c1ccccc1 (centres undefined),49%[activator],-10%,1%,-6%,-24%,-1%,2%,2%,-12%
CC(=O)Nc1cccc2c1C(=O)N(c1ccccc1C)C2=O,37%,0%,-7%,0%,-14%,i,15%,0%,10%[57.1 µM]
CCn1c(SCC(=O)NC(C)C)nnc1-c1cccs1,11%,13%,-4%,-5%,30%,-2%,0%,-1%,0%
CCN(C(=O)CN1CCOCC1)c1c(N)n(Cc2ccccc2)c(=O)[nH]c1=O,30%,-1%,-15%,-3%,7%,6%,-2%,1%,7%
Cc1c(Cl)cccc1N=Cc1ccc([N+](=O)[O-])s1,12%,0%,-34%,-1%,-35%,-16%,-6%,nt,?
CSc1ccc(/C=N/NC(=O)C[n+]2ccccc2)cc1,34%,9%,-12%,3%,7%,-6%,nt,-7%,18%
NC(=O)Nc1ccc(C(=O)OCC(=O)c2c[nH]c3ccccc23)cc1,25%[57 µM],-1%,-9%,-4%,-1%,-3%,-22%,9%,15%[57.1 µM]
COc1ccccc1NC(=O)CSc1nnc(CC(=O)Nc2cccc(C(F)(F)F)c2)n1C,29%,0%,-9%,4%,-12%,1%,-24%,6%,18%
COc1ccc(OC)c(CCNC(=O)Cn2ncc3c([nH]c4ccccc43)c2=O)c1,22%,-5%,-1%,5%,-7%,i,-2%,-3%,7%
CCOC(=O)c1ccc(NC(=O)c2cc(=O)[nH]c3ccccc23)cc1,24%,0%,-1%,-8%,1%,-3%,-5%,1%,18%
CN(C)c1cccc(C(=O)NCCCn2ccc3ccccc32)c1,?,0%,?,6%,8%,1%,-20%,3%,6%
COc1ccc(OC(C)C(=O)NC2CC(C)(C)NC(C)(C)C2)cc1 (centres undefined),19%,10%,-4%,-6%,16%,-8%,-7%,0%,3%[57.1 µM]
# Continued:
SMILES,HP1b chromo inh,GLS inhibitor,JMJD2A Tudor,ERG-DNA inh,RGS4 inh,PGK inhibitor,ALOX12 inh,Pin1 inh,TrxR1 inh
O=C(NCc1ccccc1Cl)C1CCCN1C(=O)NC1CCCCC1 (centres undefined),30%,-11%,-4%,2%,8%,i,?,18%,16%
Cc1nc2sc(C(c3cccs3)N3CCN(C(=O)c4ccco4)CC3)c(O)n2n1 (centres undefined),50%[activator],-3%,-13%,3%,-4%,-9%,14%,5%,?
COC(=O)CCN1CCC(c2cc(-c3cccc(C(F)(F)F)c3)n[nH]2)CC1,31%,13%,-10%,-4%,-7%[56.9 µM],1%,1%,-13%,6%
COc1ccccc1N1Cc2ccccc2C1,1%,2%,50µM*,1%,-8%,i,?,10%,?
Cc1c(NC(=O)c2ccccc2)cccc1[N+](=O)[O-],30%,7%,-4%,-5%,15%,9%,10%,2%,-4%
O=C(Nc1cccc(S(=O)(=O)N2CCCCC2)c1)c1cc(=O)[nH]c2ccccc12,-7%,-1%,-35%,-7%,?,-2%,-8%,1%,-9%[11.4 µM]
Cc1ccccc1C(=O)NCC(=O)OC(C)C(=O)NC(C)CCc1ccccc1 (centres undefined),17%,2%,-12%,8%,5%,-9%,242%[activator],-1%,12%
O=C(COC(=O)c1cccc(S(=O)(=O)N2CCOCC2)c1)Nc1ncc(C(F)(F)F)cc1Cl,9%,-11%,-35%,3%,-4%,-8%,-3%,-3%,-15%
Cc1csc(=Nc2ccc(S(=O)(=O)N3CCOCC3)cc2)n1Cc1ccco1,?,-3%&-7%,?,9%&-4%,-20%&-22%,1%&-6%,-3%&4%,24%&36%,?
CCN(CC)C(=O)[C@H]1CC(CC(=O)NCc2ccc(OC)c(OC)c2)C(=O)N2CCc3c([nH]c4ccccc34)[C@]12C (some centres undefined),6%,9%,-28%,1%,4%,i,-6%,2%,18%
CC[N+](C)(CC)CC(O)COCC1COc2ccccc2O1 (centres undefined),0%,9%,-23%,-1%,-47%,-2%,?,-2%,14%
Cn1c(SCC(=O)Nc2ccc3cn[nH]c3c2)nnc1-c1cccs1,31%,18%,-14%,-2%,10%,9%,2%,-10%,-7%
CCN(CC)S(=O)(=O)c1ccc2c(c1)N(CC(=O)N1CCC(C(N)=O)CC1)C(=O)CO2,26%,15%,-2%,5%,0%,5%,11%,0%,17%
O=C(Cn1c(=O)n(Cc2nc(-c3ccccc3)no2)c(=O)c2cc3c(cc21)OCO3)Nc1ccc(Cl)cc1,30%,-9%,-1%,0%,19%,i,9%,22%,34%
COc1ccc(CCC(=O)OCc2csc(CC(=O)Nc3ccccc3C)n2)cc1,15%,0%,-18%,-1%,1%,i,0%,21%,-15%
O=C(N/N=C/c1cc([N+](=O)[O-])cc([N+](=O)[O-])c1O)C(O)(c1ccccc1)c1ccccc1,-10%,6%,?,9%,-10%,-11%,?,-12%,-11%
CCOc1ccc(NC(=O)CN2C(=O)NC(CCc3ccccc3)C2=O)cc1OCC (centres undefined),29%,-16%,5%,3%,-36%,-2%,-12%,-9%,-1%[11.4 µM]
COc1ccc([C@H]2CC(=O)C=C(c3cccc(C#N)c3)C2)cc1,12%,2%,-29%,0%,2%,1%,-23%,1%,20%

# Compound profiles, from the list above. Values in the order: HP1b chromo inh | GLS inhibitor | JMJD2A Tudor | ERG-DNA inh | RGS4 inh | PGK inhibitor | ALOX12 inh | Pin1 inh | TrxR1 inh
# O=C(/C=C/c1cccc([N+](=O)[O-])c1)NCc1ccccc1 is entered as 24% | 0% | -11% | 3% | 0% | -3% | ? | 0% | 15%[57.1 µM]
# O=C(Nc1cccc(S(=O)(=O)N2CCCCC2)c1)c1cc(=O)[nH]c2ccccc12 is entered as -7% | -1% | -35% | -7% | ? | -2% | -8% | 1% | -9%[11.4 µM]
# COc1ccc([C@H]2CC(=O)C=C(c3cccc(C#N)c3)C2)cc1 is entered as 12% | 2% | -29% | 0% | 2% | 1% | -23% | 1% | 20%
# COCCn1c(C)cc(/C=C2/NC(=O)N(c3ccc(Cl)cc3)C2=O)c1C is entered as 13% | 5% | -17% | 7% | -1% | 2% | 6% | -2% | -1%
# CCOC(=O)c1cc(C(=O)NNC(=O)c2cccc([N+](=O)[O-])c2)c(C)nc1C is entered as 78%[activator] | 19% | 7% | 4% | -14% | -9% | 8% | 5% | 3%[57.1 µM]

# An excerpt of these results, with each value named:
> O=C(COC(=O)c1cccc(S(=O)(=O)N2CCOCC2)c1)Nc1ncc(C(F)(F)F)cc1Cl
  HP1b chromo inh: 9%
  GLS inhibitor: -11%
  JMJD2A Tudor: -35%
  ERG-DNA inh: 3%
  RGS4 inh: -4%
  PGK inhibitor: -8%
  ALOX12 inh: -3%
  Pin1 inh: -3%
  TrxR1 inh: -15%

> COc1ccc([C@H]2CC(=O)C=C(c3cccc(C#N)c3)C2)cc1
  HP1b chromo inh: 12%
  GLS inhibitor: 2%
  JMJD2A Tudor: -29%
  ERG-DNA inh: 0%
  RGS4 inh: 2%
  PGK inhibitor: 1%
  ALOX12 inh: -23%
  Pin1 inh: 1%
  TrxR1 inh: 20%
